Pol iota inh = DNA polymerase iota (human) inhibition | Q9UNA4 | Pol iota fluorescent replication assay, 10 min | Potency, µM (top dose mostly 115 µM), without a hit: at the top dose activity, negative = inhibition, hits mostly inhibitors | hit rate 1% among 390,000; also: potency is read from the fitted curve at half-maximal effect
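Pol iota at 10 nM preincubated 15 min with compounds at room temperature; reaction started with fluorescent substrate, 50 nM final. Fluorescence read kinetically at 0 and 10 min; buffer-only wells as negative control.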
POLB inh = blocks human DNA polymerase beta activity; P06746; Pol beta primer extension/strand displacement, fluorescence kinetic; Potency, µM (highest dose often 114 µM), for the others: at the top dose activity change, negative = inhibition, actives largely listed as inhibitors; hit rate 1.3% among 340,000; also: potency is read from the fitted curve at half-maximal effect; % is scaled to controls: 0 for no effect and ±100 for the full control effect
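Homogeneous kinetic assay of primer extension and strand displacement by 10 nM Pol beta, preincubated 15 min at room temperature with compound before 50 nM substrate (final) was added. Read at 0 and 10 min; four-parameter Hill fit.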
POLK inh = blocks human DNA polymerase kappa activity. Q9UBT6. purified Pol kappa, fluorescent DNA synthesis assay, 10 min. Potency, µM (titrated, usually from 107 µM), for inactives: at the highest dose activity, negative = inhibition, most hits filed as inhibitors. hit rate 0.53% among 400,000. AID 588579; also: potency is read from the fitted curve at half-maximal effect; % is scaled to controls: 0 for no effect and ±100 for the full control effect
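Kinetic fluorescence readout at 0 and 10 min followed reaction start with substrate at 50 nM final. Beforehand, enzyme (10 nM Pol kappa) stood 15 min with compound at room temperature; buffer-only wells were negative controls.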
BLM helicase inh = inhibitors of human Bloom syndrome helicase BLM; recombinant BLM DNA unwinding, fluorescence dequenching; Potency, µM (series often up to 56.1 µM), inactives show at the top dose activity change, negative = inhibition, hits mostly inhibitors; hit rate 0.2% among 350,000; AID 2528;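 also: potency is read from the fitted curve at half-maximal effect; plate controls were vehicle for no effect and no enzyme for full effect; nearly all actives have a fitted effect of over 35% in size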
APEX1 inh = inhibitors of human APE1 endonuclease. Potency, µM (doses to about 65.8 µM), inactives show top-dose activity change, negative = inhibition, most hits filed as inhibitors. recombinant APE1, TAMRA/BHQ-2 abasic DNA cleavage fluorescence. hit rate 0.35% among 350,000. P27695. AID 2517;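 also: potency is read from the fitted curve at half-maximal effect; plate controls were vehicle for no effect and reference inhibitor for full effect; nearly all actives have a fitted effect of over 55% in size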
Target sequence (P27695 whole entry, looked up): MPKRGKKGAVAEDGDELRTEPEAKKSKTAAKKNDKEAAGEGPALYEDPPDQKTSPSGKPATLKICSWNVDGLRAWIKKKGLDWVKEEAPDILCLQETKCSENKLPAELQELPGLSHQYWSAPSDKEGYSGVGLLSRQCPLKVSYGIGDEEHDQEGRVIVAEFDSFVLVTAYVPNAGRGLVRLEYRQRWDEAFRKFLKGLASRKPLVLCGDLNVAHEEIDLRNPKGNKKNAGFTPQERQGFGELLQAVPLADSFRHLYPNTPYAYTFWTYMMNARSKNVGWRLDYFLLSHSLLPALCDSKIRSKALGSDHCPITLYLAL
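Quantitative HTS: incision of a TAMRA/BHQ-2 double-stranded substrate bearing a tetrahydrofuran abasic site by 0.75 nM APE1 raises fluorescence. Substrate 50 nM final, added after 15 min compound preincubation at room temperature; progress as third-minus-first kinetic read difference.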
PGK inhibitor = T. brucei PGK inhibition | Potency, µM (top dose mostly 57.5 µM), without a hit: at the top dose activity change, negative = inhibition, most hits filed as inhibitors | P07378 | PGK/GAPDH coupled, Kinase-Glo luminescence, 60 min | hit rate 0.043% among 380,000; also: potency is read from the fitted curve at half-maximal effect; % is scaled to controls: 0 for no effect and ±100 for the full control effect; nearly all actives have a fitted effect of over 60% in size
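Luminescent ATP detection (Kinase-Glo Plus) follows a 60-minute room-temperature incubation, with wells lacking PGK as controls. Buffer: 100 mM TEA (pH 7.6), 5 mM MgCl2, 0.01% Tween-20. Coupling enzyme GAPDH (100 nM final) supplies unstable 1,3-BPG in-well.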
Pol eta inh = blocks human DNA polymerase eta activity | Q9Y253 | recombinant Pol eta, fluorescent DNA replication assay | Potency, µM (doses to about 114 µM), without a hit: top-dose activity change, negative = inhibition, usual class: inhibitors | hit rate 1.2% among 390,000; also: potency is read from the fitted curve at half-maximal effect; % is scaled to controls: 0 for no effect and ±100 for the full control effect
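Pol eta (10 nM) was preincubated with compounds for 15 min at room temperature, after which fluorescent replication substrate (50 nM final) was added to start the reaction. Fluorescence was read kinetically at 0 and 10 min.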
RXFP1 antag = antagonists of human relaxin receptor RXFP1. Q9HBX9. HEK293-RXFP1, relaxin-stimulated cAMP HTRF, 30 min; hits give low values. activity change, negative = inhibition, % at 57.5 µM. hit rate 0.59% among 350,000. AID 1259400;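 active = activity change of -60% or lower, but not beyond a set lower limit; inconclusive = change between -60% and -40%, or beyond the set limit; inactive = change above -40%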; also: % is scaled to controls: 0 for no effect and ±100 for the full control effect
Target sequence (Q9HBX9 whole entry, looked up): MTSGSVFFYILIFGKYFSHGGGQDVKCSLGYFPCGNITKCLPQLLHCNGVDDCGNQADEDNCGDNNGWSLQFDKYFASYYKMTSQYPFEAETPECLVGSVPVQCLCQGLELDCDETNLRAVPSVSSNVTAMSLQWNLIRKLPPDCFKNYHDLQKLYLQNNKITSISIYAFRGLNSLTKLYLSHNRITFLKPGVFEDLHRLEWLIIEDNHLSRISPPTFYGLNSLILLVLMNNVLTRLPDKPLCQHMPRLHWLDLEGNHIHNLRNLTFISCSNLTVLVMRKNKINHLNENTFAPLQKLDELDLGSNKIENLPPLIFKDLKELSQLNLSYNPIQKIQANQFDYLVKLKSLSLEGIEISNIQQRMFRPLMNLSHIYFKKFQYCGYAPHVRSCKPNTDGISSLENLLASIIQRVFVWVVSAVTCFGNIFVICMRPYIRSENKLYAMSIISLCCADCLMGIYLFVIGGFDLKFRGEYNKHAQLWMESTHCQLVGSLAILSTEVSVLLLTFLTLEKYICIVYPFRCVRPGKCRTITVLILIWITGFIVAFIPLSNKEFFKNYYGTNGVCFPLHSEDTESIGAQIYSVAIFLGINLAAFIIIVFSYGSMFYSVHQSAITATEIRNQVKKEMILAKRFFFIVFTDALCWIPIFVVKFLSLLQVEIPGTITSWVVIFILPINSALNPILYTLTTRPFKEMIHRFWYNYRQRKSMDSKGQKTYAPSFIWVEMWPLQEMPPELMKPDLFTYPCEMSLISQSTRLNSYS
Apoferritin bind = candidate novel general anesthetic via apoferritin binding. Potency, µM (titrated, usually from 77.5 µM), for inactives: at the highest dose activity change, negative = displacement, most hits filed as inhibitors. apoferritin/1-aminoanthracene competitive binding, fluorescence. hit rate 0.074% among 350,000; also: potency is read from the fitted curve at half-maximal effect; % is scaled to controls: 0 for no effect and ±100 for the full control effect; nearly all actives have a fitted effect of over 20% in size
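Read-out: endpoint 1-AMA fluorescence, excitation 380 nm and emission 535 nm, after compounds sit 10 min at room temperature with 10 uM horse-spleen apoferritin in 50% saturated 1-AMA/PBS. Values come from four-parameter Hill fits.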
Numbers without * were called inactive; & = joins results of further samples; [ ] = another dose, or the depositor's remark. Unless noted, calls follow the shape of the dose curve; as a rule, active = well fitted curve in the direction sought with a large enough effect; inconclusive = small, poorly fitted or top-dose-only effect, or another doubt; inactive = no such curve, though single readings can be large; an effect the other way counts as inactive or inconclusive.

COc1cccc(CNn2cn[nH]c2=S)c1OCc1ccccc1 was read as Pol iota inh -7%, POLB inh -3%, POLK inh 5%[60.1 µM], BLM helicase inh -12%, APEX1 inh 2%, PGK inhibitor 3%, Pol eta inh -11%, RXFP1 antag -4 and Apoferritin bind -10%.
`COc1cc(NC(=O)N[C@@H](Cc2c[nH]c3ccccc23)C(=O)O)c(C(=O)O)cc1OC` gave Pol iota inh 109%[activator], POLB inh 19%, POLK inh -5%, BLM helicase inh 2%, APEX1 inh 21%, PGK inhibitor inactive, Pol eta inh 0%, RXFP1 antag 8 and Apoferritin bind -2%.
For COC(=O)c1ccccc1NC1=C/C(=N\S(=O)(=O)c2cccs2)c2ccccc2C1=O the results were Pol iota inh 1.4µM*, POLB inh -26%, POLK inh -15%&-10%, BLM helicase inh 6%, APEX1 inh inconclusive, PGK inhibitor -4%&-26%, Pol eta inh -13%&-8%, RXFP1 antag 6&5 and Apoferritin bind inconclusive.
`COC(=O)c1ccccc1OCCCN(C)C` gave Pol iota inh 23%, POLB inh 30%, POLK inh -1%, BLM helicase inh 2%, APEX1 inh inconclusive, PGK inhibitor 14%, Pol eta inh -13%, RXFP1 antag 0 and Apoferritin bind -10%.
For Clc1ccccc1-c1nn2c(-c3ccccn3)nnc2s1 the results were Pol iota inh 16%, POLB inh 16%, POLK inh -19%, BLM helicase inh -1%, APEX1 inh -3%, PGK inhibitor -9%, Pol eta inh -10%, RXFP1 antag -9 and Apoferritin bind -14%.
Screening COc1cc(/C=C(\C#N)C(=O)NCC2CCCO2)c([N+](=O)[O-])cc1OC (stereo not given) returned Pol iota inh 16%, POLB inh -1%, POLK inh -14%, BLM helicase inh -4%, APEX1 inh -2%, PGK inhibitor -3%, Pol eta inh 11%, RXFP1 antag -16 and Apoferritin bind -14%.
Screening CC(=O)Nc1ccc(NC(=O)c2cccc3c2-c2ccccc2C3=O)cc1 returned Pol iota inh -16%, POLB inh inconclusive, POLK inh -2%, BLM helicase inh -10%, APEX1 inh 18%, PGK inhibitor inactive, Pol eta inh 3%, RXFP1 antag 3 and Apoferritin bind -12%.
CS(=O)(=O)N1CCN(c2ccccc2[N+](=O)[O-])CC1 was read as Pol iota inh 96%[activator], POLB inh 6%, POLK inh -1%, BLM helicase inh -1%, APEX1 inh 0%, PGK inhibitor -7%, Pol eta inh -11%, RXFP1 antag 2 and Apoferritin bind -13%.
`O=S(=O)(Cc1ccccc1)Nc1ccc(F)cc1` gave Pol iota inh 15%, POLB inh 7%, POLK inh 2%, BLM helicase inh -3%, APEX1 inh 16%, PGK inhibitor 6%, Pol eta inh -19%, RXFP1 antag 14 and Apoferritin bind -13%.
`CCC(=O)NC(Nc1sc2c(c1C(=O)OC)CCCC2)(C(F)(F)F)C(F)(F)F` gave Pol iota inh 13%, POLB inh 1%, POLK inh 6%, BLM helicase inh -1%, APEX1 inh -1%, PGK inhibitor inactive, Pol eta inh -9%, RXFP1 antag -26 and Apoferritin bind -10%.
For CCCCC(=O)/C=C/n1c(=S)oc2ccccc21 the results were Pol iota inh 2%, POLB inh -1%, POLK inh -6%, BLM helicase inh 0%, APEX1 inh 2%, PGK inhibitor -2%, Pol eta inh -12%, RXFP1 antag -2 and Apoferritin bind 5%.
Screening COc1ccc(C(=O)NCc2cn3ccsc3n2)cc1OC returned Pol iota inh 42%[activator], POLB inh 16%, POLK inh -20%, BLM helicase inh -1%, APEX1 inh 5%, PGK inhibitor -2%, Pol eta inh -15%, RXFP1 antag 9 and Apoferritin bind 7%.
For COc1ccccc1S(=O)(=O)CC(O)COc1ccccc1Cl (stereo not given) the results were Pol iota inh 38%[activator], POLB inh 24%, POLK inh 7%, BLM helicase inh 0%, APEX1 inh 2%, PGK inhibitor inactive, Pol eta inh -14%, RXFP1 antag 0 and Apoferritin bind -3%.
`Cn1cnnc1SCC(=O)c1cc2ccccc2o1` gave Pol iota inh -10%, POLB inh 8%, POLK inh 4%, BLM helicase inh -4%, APEX1 inh -1%, Pol eta inh -16%, RXFP1 antag -7 and Apoferritin bind -19%.
Screening O=C(CSc1nncn1-c1cccnc1)Nc1cccc(C(F)(F)F)c1 returned Pol iota inh 135%[activator], POLB inh 47%, POLK inh -7%, BLM helicase inh -2%, APEX1 inh 10%[12.4 µM], PGK inhibitor 9%, Pol eta inh -16%, RXFP1 antag -3 and Apoferritin bind -4%.

Of the compounds above, two have an NH in an aromatic ring:
COc1cccc(CNn2cn[nH]c2=S)c1OCc1ccccc1 was read as Pol iota inh -7%, POLB inh -3%, POLK inh 5%[60.1 µM], BLM helicase inh -12%, APEX1 inh 2%, PGK inhibitor 3%, Pol eta inh -11%, RXFP1 antag -4 and Apoferritin bind -10%.
`COc1cc(NC(=O)N[C@@H](Cc2c[nH]c3ccccc23)C(=O)O)c(C(=O)O)cc1OC` gave Pol iota inh 109%[activator], POLB inh 19%, POLK inh -5%, BLM helicase inh 2%, APEX1 inh 21%, PGK inhibitor inactive, Pol eta inh 0%, RXFP1 antag 8 and Apoferritin bind -2%.

(further entries)
Screening Cc1ccc(S(=O)(=O)NCC(=O)OCC(=O)c2ccc(Br)s2)cc1 returned Pol iota inh -2%, POLB inh inconclusive, POLK inh -13%, BLM helicase inh -9%, APEX1 inh 9%, PGK inhibitor 11%, Pol eta inh inconclusive, RXFP1 antag -9 and Apoferritin bind inconclusive.
`Cc1c(NC(=O)C(C)OC(=O)c2ncc(Cl)c(Cl)c2Cl)c(=O)n(-c2ccccc2)n1C` (stereo not given) gave Pol iota inh 7%, POLK inh -24%, APEX1 inh 1%, PGK inhibitor 1%, Pol eta inh -14% and RXFP1 antag -12.
For Cc1cc2ccccn2c1C(=O)c1ccc(S(=O)(=O)N(C)C)cc1 the results were Pol iota inh 31%[activator], POLB inh 1%, POLK inh 7%, BLM helicase inh -3%, APEX1 inh inconclusive, PGK inhibitor -2%, Pol eta inh -14%, RXFP1 antag -9 and Apoferritin bind inconclusive.
`CCN(C(=O)COC(=O)c1n[nH]c2ccccc12)c1ccccc1` gave Pol iota inh -9%, POLK inh -5%, APEX1 inh -11%, PGK inhibitor -2%, Pol eta inh -11% and RXFP1 antag 11.
`Cc1ccc(C(=O)COC(=O)c2cn3ccccc3n2)cc1` gave Pol iota inh 9%, POLB inh 0%, POLK inh 0%, BLM helicase inh 1%, APEX1 inh -5%, PGK inhibitor -8%, Pol eta inh -9%, RXFP1 antag -4 and Apoferritin bind -16%.
Screening O=C(NCC(c1cccnc1)N1CCN(c2ccccc2F)CC1)c1cccc(Cl)c1 (stereo not given) returned Pol iota inh 7%, POLB inh 6%, POLK inh -10%, BLM helicase inh -4%, APEX1 inh 1%, PGK inhibitor -6%, Pol eta inh 0%, RXFP1 antag -1 and Apoferritin bind -19%.
COc1ccccc1CNC(=O)CCN1C(=O)c2ccccc2C1=O was read as Pol iota inh 129%[activator], POLB inh -2%, POLK inh 2%, BLM helicase inh -3%, APEX1 inh 47%[activator], PGK inhibitor 4%, Pol eta inh -20%, RXFP1 antag -7 and Apoferritin bind 8%.
For COc1ccc(NC(=O)CSc2oc(-c3ccco3)nc2S(=O)(=O)c2ccccc2)c(OC)c1 the results were Pol iota inh -4%, POLB inh 2%, POLK inh 6%, BLM helicase inh -2%, PGK inhibitor inactive, Pol eta inh -18%, RXFP1 antag -8 and Apoferritin bind -13%.
For CC(C)c1csc(CN2CCN(Cc3ccccc3)C(CCO)C2)n1 (stereo not given) the results were Pol iota inh 16%, POLB inh 4%, POLK inh 10%, BLM helicase inh -1%, APEX1 inh -3%, PGK inhibitor -7%, Pol eta inh -21%, RXFP1 antag 0 and Apoferritin bind -3%.
`COc1ccc(OC(C)C(=O)Nc2ccccc2F)cc1` (stereo not given) gave Pol iota inh 23%, POLB inh 28%, POLK inh -7%, BLM helicase inh -12%, APEX1 inh -4%, PGK inhibitor inactive, Pol eta inh -21%, RXFP1 antag -12 and Apoferritin bind -5%.
For Cc1cc(C(C)(C)C)cc(C)c1S(=O)(=O)N1CC(=O)Nc2ccccc21 the results were Pol iota inh 16%, POLB inh -6%, POLK inh -2%, BLM helicase inh -11%, APEX1 inh -6%, PGK inhibitor inactive, Pol eta inh -25%, RXFP1 antag -20 and Apoferritin bind -14%.
Screening O=C(COC(=O)c1ccc(F)cc1)NCC1COc2ccccc2O1 (stereo not given) returned Pol iota inh 30%[activator], POLK inh 12%, APEX1 inh 9%, PGK inhibitor inactive, Pol eta inh -7% and RXFP1 antag -1.
For O=C(NCC1CCOCC1)c1cc(COc2ccc(F)cc2F)on1 the results were Pol iota inh -12%, POLB inh 52%, POLK inh -6%, BLM helicase inh -1%, APEX1 inh -14%, PGK inhibitor -6%, Pol eta inh -3%, RXFP1 antag 13 and Apoferritin bind -12%.
Screening CC1CCN(C(=O)C2CCN(C(=O)c3cc4sccc4n3Cc3ccc(F)cc3)CC2)CC1 returned Pol iota inh 0%, POLB inh -2%, POLK inh 0%, BLM helicase inh -8%, APEX1 inh -6%, PGK inhibitor -9%, Pol eta inh -9%, RXFP1 antag 6 and Apoferritin bind 3%.
Cc1ccc2c(c1)c(=O)c(C(=O)c1ccc3c(c1)OCO3)cn2Cc1cccc(F)c1 was read as Pol iota inh 12%, POLB inh 18%, POLK inh -1%, BLM helicase inh -4%, PGK inhibitor -7%, Pol eta inh 1%, RXFP1 antag -33 and Apoferritin bind inconclusive.
For COc1cc(C)nc(Oc2ccc(OCCOc3ccc(C)cc3)nn2)n1 the results were Pol iota inh -2%, POLB inh -1%, POLK inh -3%, BLM helicase inh 2%, APEX1 inh -4%, PGK inhibitor -7%, Pol eta inh -19%, RXFP1 antag 5 and Apoferritin bind inconclusive.
Screening Cc1ccccc1OC(=O)C1C(c2ccccc2)C(C(=O)O)C1c1ccccc1 (stereo not given) returned Pol iota inh 11%, POLB inh 16%, POLK inh -17%, BLM helicase inh 1%, APEX1 inh -4%, PGK inhibitor inactive, Pol eta inh 5%, RXFP1 antag 5 and Apoferritin bind -11%.

Compound activity from PubChem BioAssay.

Only part of the results is shown; the hit share may differ from the screen's.
